# CHRM4 PAM: CHRM4 positive allosteric modulation; CHO-K1 hM4/Gqi5, Fluo-8 calcium fluorescence, ACh EC20; 0% = ACh EC20, 100% = maximal ACh; P08173; activation, % at 3 µM; AID 624126; 0.4% of 360,000 active;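 active = activation above its plate's cutoff, the mean activation of sample wells plus 3 SD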; also: some results filed as inactive read as strong as hits
# Target sequence (P08173 whole entry, looked up): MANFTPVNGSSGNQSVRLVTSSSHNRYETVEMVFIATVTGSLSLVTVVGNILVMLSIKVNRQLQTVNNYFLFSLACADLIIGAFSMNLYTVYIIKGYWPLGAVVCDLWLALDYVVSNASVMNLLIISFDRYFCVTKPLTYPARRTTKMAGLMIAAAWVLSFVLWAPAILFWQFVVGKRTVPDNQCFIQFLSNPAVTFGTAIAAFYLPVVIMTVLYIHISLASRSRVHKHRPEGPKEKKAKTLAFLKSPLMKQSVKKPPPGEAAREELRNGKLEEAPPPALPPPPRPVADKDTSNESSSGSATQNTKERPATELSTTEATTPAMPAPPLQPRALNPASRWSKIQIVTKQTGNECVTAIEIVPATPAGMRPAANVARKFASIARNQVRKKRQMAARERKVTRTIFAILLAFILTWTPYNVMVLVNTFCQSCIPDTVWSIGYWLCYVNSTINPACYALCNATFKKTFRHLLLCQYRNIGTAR
# CHRM4 antagonist: CHRM4 antagonism in calcium assay; P08173; CHO-hM4 cells, ACh EC80, Fluo-8 calcium fluorescence; inhibition, % at 3 µM; 0.73% of 360,000 active; AID 624125;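 active = inhibition above its plate's cutoff, the mean inhibition of sample wells plus 3 SD, cut at about 27% in these data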;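 also: 0% = acetylcholine EC80 with DMSO and 100% = DMSO without agonist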
# CRFBP-R2 block: CRF-BP/CRF-R2 complex antagonism. HEK293 CRF-R2/CRF-BP, CRF-induced calcium fluorescence. inhibition, % at 11.8 µM. 0.59% of 350,000 active. AID 588475;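 active = inhibition of the ligand-induced calcium signal above about 50% at the single tested concentration, limit read from the data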
# CHRM1 PAM: potentiates human M1 receptor response to acetylcholine. P11229. 0.088% of 360,000 active. activation, % at 3 µM. CHO-K1 hM1, Fluo-8 calcium fluorescence, ACh EC20; 0% = ACh EC20, 100% = maximal ACh. AID 588819; in the data active = activation above about 19%, passing the limit was not always enough
# M5 PAM: positive allosteric modulators of human muscarinic M5 receptor. CHO-K1 hM5, Fluo-8 calcium, ACh EC20 PAM; 0% = ACh EC20, 100% = ACh EC100. activation, % at 3 µM. 0.3% of 360,000 active. AID 624038;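 active = activation above the run cutoff, the mean activation of all test compounds plus 3 SD, cut at about 18% in these data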
# Target sequence (P08912 whole entry, looked up): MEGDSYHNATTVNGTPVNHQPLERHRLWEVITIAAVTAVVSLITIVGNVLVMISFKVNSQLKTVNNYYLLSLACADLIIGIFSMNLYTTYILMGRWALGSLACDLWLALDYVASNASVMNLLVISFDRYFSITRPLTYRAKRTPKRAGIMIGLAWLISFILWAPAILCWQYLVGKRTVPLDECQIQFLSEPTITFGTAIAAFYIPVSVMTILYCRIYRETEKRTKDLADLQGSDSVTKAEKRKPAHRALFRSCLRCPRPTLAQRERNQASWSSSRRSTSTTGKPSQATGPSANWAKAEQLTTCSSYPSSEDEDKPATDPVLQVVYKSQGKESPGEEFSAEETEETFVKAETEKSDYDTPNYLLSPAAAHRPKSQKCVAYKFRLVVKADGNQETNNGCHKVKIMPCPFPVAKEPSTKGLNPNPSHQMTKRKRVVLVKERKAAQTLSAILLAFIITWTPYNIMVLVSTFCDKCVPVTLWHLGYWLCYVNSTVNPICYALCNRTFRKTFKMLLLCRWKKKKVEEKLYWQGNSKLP
#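 system = human M5 receptor in CHO-K1 cells | reagent = EC20 acetylcholine as agonist stimulus | compound dosing = single-point, 3 µM nominal | incubation = Fluo-8 loading 80 min at 37 °C plus 30 min room temperature | detection = Fluo-8 calcium dye fluorescence, kinetic read | benchmarks = low control EC20 acetylcholine (0%), high control EC100 acetylcholine (100%)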
# CRFR2-BP ag: agonists of human CRF-binding protein/CRF-R2 receptor complex; HEK293 CRF-R2/CRF-BP, calcium dye fluorescence (FLIPR); percent of saturating CRF peptide response; activation, % at 13.2 µM; 0.46% of 350,000 active; AID 588473;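 active = activation of at least 50%, plus an integration ratio under a set limit after plate pattern correction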;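 also: plate controls were neutral control wells without compound for no effect and CRF at EC100 for full effect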
# M4 ag: CHRM4 agonism in calcium assay. 0.14% of 360,000 active. activation, % at 3 µM. CHO-K1 hM4/Gqi5, Fluo-8 calcium fluorescence; vehicle 0%, full acetylcholine response 100%;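 active = activation above the run mean over all test wells plus 3 SD, cut at about 32% in these data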;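 also: peak over basal fluorescence ratio per well then scaled between controls; 0% = DMSO wells and 100% = acetylcholine at EC100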
# M5 ag: CHRM5 agonism in calcium assay | P08912 | CHO-K1 hM5 cells, Fluo-8 calcium fluorescence; 0% DMSO wells, 100% maximal acetylcholine response | activation, % at 3 µM | 0.19% of 360,000 active | AID 624037;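 active = activation above the run's mean over test compounds plus 3 SD, cut at about 23% in these data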;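 also: signal is peak over basal fluorescence ratio across the kinetic read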
# M5 antag: blocks acetylcholine activation of human M5 receptor; 0.59% of 360,000 active; inhibition, % at 3 µM; CHO-hM5 cells, Fluo-8 calcium fluorescence, ACh EC80;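 active = inhibition above a per-plate cutoff, the mean of that plate's test compounds plus 3 SD, cut at about 27% in these data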;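 also: 0% = acetylcholine EC80 with DMSO and 100% = DMSO without agonist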
# * = called active by the depositor; / = no result given. An excerpt. The share of hits here may be higher or lower than overall.
1. C/C(=N\N1CCCCC1c1cccnc1)c1c(O)n(C2CCCCC2)c(=S)[nH]c1=O (stereo not given)
2. O=c1c2ccccc2nc(/C=C/c2ccco2)n1-c1ccccc1O
3. CCC(c1nnnn1C1CCCC1)N1CCC2(CC1)C(=O)NCN2c1ccccc1 (stereo not given)
4. COc1ccc(CN2CCCC(C(=O)c3ccc(Cl)cc3)C2)c(OC)c1 (stereo not given)
5. CCOP(=O)(OCC)C(NC(=O)c1ccc(C)cc1)=C(Cl)Cl
6. O=C(C1CCCN(c2nnc(-n3cccc3)s2)C1)N1CCC2(CC1)OCCO2 (stereo not given)
7. CCOP(=O)(OCC)C(CC)N1CCOCC1 (stereo not given)
8. N#CC1c2ccccc2-n2nncc2CN1S(=O)(=O)c1ccccc1 (stereo not given)
9. Cn1cccc1/C=C1\C(=O)NC(=O)N(CCC2=CCCCC2)C1=O
10. CC(c1ccccc1)(c1ccccc1)c1ccncc1

Screen / compound no. | 1 | 2 | 3 | 4 | 5 | 6 | 7 | 8 | 9 | 10
CHRM4 PAM | -7 | 7 | 1 | -16 | -5 | 4 | 5 | 4 | -1 | -7
M5 PAM | 4 | 6 | 9 | -12 | 1 | 1 | 0 | 3 | 5 | -14
CRFR2-BP ag | 2.7 | -0.2 | / | 0.0 | -0.2 | -2.3 | 0.1 | -0.7 | 17 | -1.3
M4 ag | 1 | 3 | 0 | 7 | 1 | 1 | 4 | 0 | 1 | -2
M5 ag | 0 | 1 | 1 | -14 | -1 | -2 | -3 | 1 | 0 | -15
M5 antag | -3 | 4 | -6 | 12 | -11 | -12 | 3 | -6 | -2 | 7
CHRM4 antagonist | -1 | 16 | -4 | 15 | 2 | -3 | -12 | -7 | 5 | 0
CRFBP-R2 block | -29 | 8 | / | -12 | -6 | -1 | 3 | 8 | -8 | 5
CHRM1 PAM | 10 | 12 | 5 | -23 | 8 | 11 | 1 | 19 | 6 | -3

11. CCc1ccc(CNCCc2c[nH]c3ccccc23)cc1
12. O=P(Oc1ccccc1)(N1CCOCC1)N1CCOCC1
13. COc1cc(C=C2C(=O)NC(=O)NC2=O)ccc1OS(=O)(=O)c1ccccc1[N+](=O)[O-]
14. CCC(=Nc1ccc2c(c1)CCC2)c1c(O)n(C)c(=O)n(C)c1=O
15. CCC(=O)OC1(c2cccc(C)c2)CC(C)N(C)CC1C (stereo not given)
16. COc1ccc(N2C(=O)NC(=O)/C(=C\c3cn(C)c4ccccc34)C2=O)cc1
17. O=C1CC(=O)N(Cc2ccccc2)C(=O)N1
18. CN1C(=O)N(C)C(=O)C2(Cc3ccccc3N3CCOCC32)C1=O (stereo not given)
19. O=C1NCN(c2ccccc2)C12CCN(C(c1cc3ccccc3o1)c1nnnn1C1CCCCC1)CC2 (stereo not given)
20. CC(=O)Nc1ccc(S(=O)(=O)N2Cc3ccccc3-n3nncc3C2)cc1

Screen / compound no. | 11 | 12 | 13 | 14 | 15 | 16 | 17 | 18 | 19 | 20
CHRM4 PAM | -7 | 15* | 1 | 7 | -1 | -4 | 8 | -4 | -2 | 4
M5 PAM | 1 | -4 | -1 | -2 | -11 | -4 | -8 | -3 | 1 | 4
CRFR2-BP ag | 1.3 | 1.2 | 0.2 | 3.3 | 1.0 | 120* | 6.4 | -0.2 | / | 1.6
M4 ag | 9 | 1 | 8 | 3 | 1 | 2 | 1 | 0 | 3 | 1
M5 ag | 2 | 3 | -1 | 1 | -9 | 18 | 3 | -5 | 4 | 1
M5 antag | 16 | 10 | 8 | 0 | 3 | 2 | 14 | 3 | -7 | -15
CHRM4 antagonist | 5 | -11 | -10 | -9 | 7 | 3 | 0 | 0 | -11 | -17
CRFBP-R2 block | -12 | 5 | -12 | -4 | 6 | -69 | 17 | -13 | / | -6
CHRM1 PAM | 1 | 12 | 6 | 4 | -6 | 0 | 6 | 9 | -5 | 5

# 3 compounds drawn at random from the list so far:
14. CCC(=Nc1ccc2c(c1)CCC2)c1c(O)n(C)c(=O)n(C)c1=O
18. CN1C(=O)N(C)C(=O)C2(Cc3ccccc3N3CCOCC32)C1=O (stereo not given)
13. COc1cc(C=C2C(=O)NC(=O)NC2=O)ccc1OS(=O)(=O)c1ccccc1[N+](=O)[O-]

Screen / compound no. | 14 | 18 | 13
CHRM4 PAM | 7 | -4 | 1
M5 PAM | -2 | -3 | -1
CRFR2-BP ag | 3.3 | -0.2 | 0.2
M4 ag | 3 | 0 | 8
M5 ag | 1 | -5 | -1
M5 antag | 0 | 3 | 8
CHRM4 antagonist | -9 | 0 | -10
CRFBP-R2 block | -4 | -13 | -12
CHRM1 PAM | 4 | 9 | 6

# One compound at a time, as listed above. Values in the order: CHRM4 PAM, M5 PAM, CRFR2-BP ag, M4 ag, M5 ag, M5 antag, CHRM4 antagonist, CRFBP-R2 block, CHRM1 PAM
# CCC(=Nc1ccc2c(c1)CCC2)c1c(O)n(C)c(=O)n(C)c1=O is entered as 7, -2, 3.3, 3, 1, 0, -9, -4, 4
# CCC(=O)OC1(c2cccc(C)c2)CC(C)N(C)CC1C (stereo not given) is entered as -1, -11, 1.0, 1, -9, 3, 7, 6, -6
# CC(=O)Nc1ccc(S(=O)(=O)N2Cc3ccccc3-n3nncc3C2)cc1 is entered as 4, 4, 1.6, 1, 1, -15, -17, -6, 5

# The list goes on:
21. COCCCn1c(-c2ccc(OC)cc2)cc(C(=O)NC2CCCCCCC2)c1C
22. CCOP(=O)(OCC)C(O)c1ccc(OC)c(OC)c1 (stereo not given)
23. Cc1ccc(S(=O)(=O)N2CCCC(C(=O)N3CCC4(CC3)OCCO4)C2)cc1 (stereo not given)
24. CCC(=O)Nc1ccccc1
25. CCc1ccc(N2C(=O)NC(=O)/C(=C/c3cccn3CCOc3ccc(C(C)CC)cc3)C2=O)cc1 (stereo not given)
26. CCOP(=O)(C(NC(=O)c1ccccc1Cl)=C(Cl)Cl)c1ccccc1 (stereo not given)
27. CCOC(=O)c1c(C)n(Cc2ccco2)c2c1cc(O)c1ccccc12
28. Cn1cc([N+](=O)[O-])c(C(=O)Nc2ccc3c(C(F)(F)F)cc(=O)oc3c2)n1
29. CN1CCN(Cc2cn3cccnc3n2)CC1
30. Cc1ccsc1/C=C1\C(=O)NC(=S)N(C)C1=O

Screen / compound no. | 21 | 22 | 23 | 24 | 25 | 26 | 27 | 28 | 29 | 30
CHRM4 PAM | -5 | -2 | -6 | 3 | 6 | 0 | 6 | -1 | 1 | 1
M5 PAM | -3 | -2 | 5 | -5 | 3 | 0 | 7 | 3 | -14 | 11
CRFR2-BP ag | -2.6 | 2.9 | -1.6 | 0.5 | 6.0 | -0.5 | -0.4 | -1.2 | 2.7 | 1.3
M4 ag | -2 | 0 | 2 | 2 | 1 | 1 | -3 | 1 | 2 | 0
M5 ag | -5 | -2 | 1 | 1 | -4 | -4 | -5 | -2 | -2 | 4
M5 antag | 1 | -9 | 0 | 1 | 4 | 1 | -4 | -7 | 3 | 1
CHRM4 antagonist | -1 | -8 | 3 | -16 | 2 | 2 | -10 | 6 | -4 | -1
CRFBP-R2 block | 86* | -31 | -18 | -10 | -39 | -2 | 12 | 6 | 2 | 3
CHRM1 PAM | -3 | -2 | -2 | 9 | 10 | 8 | 3 | 11 | -8 | 2

31. C=CCNC(=O)c1c(N)n(CCN2CCOCC2)c2nc3ccccc3nc12
32. CCC(C)N=Cc1c(O)n(-c2ccccc2)c(=O)[nH]c1=O (stereo not given)
33. O=S(=O)(c1ccccc1)N1CN2CCN(C2)C1
34. CCOC(=O)c1c(C)n(C(C)C)c2ccc(OC)cc12
35. Fc1ccc2c(c1)nnn2C1CCN(Cc2nnnn2C2CCCCC2)CC1
36. O=c1[nH]c(=O)n(-c2ccc(Cl)cc2)c(O)c1C=NCCN1CCCCC1
37. COC(=O)C1=C(c2ccc(C(C)=O)cc2)C[C@@H]2CC[C@H]1N2C(=O)N1CCCCC1
38. FC(F)(F)c1cccc(C2NCc3ccccc3-n3cccc32)c1 (stereo not given)
39. O=C(c1ccccc1)C(CN1CCCC1)c1ccccc1 (stereo not given)
40. CCOc1ccc(Br)c(C2(O)CC(C)N(C)CC2C)c1 (stereo not given)

Screen / compound no. | 31 | 32 | 33 | 34 | 35 | 36 | 37 | 38 | 39 | 40
CHRM4 PAM | 0 | 8 | -1 | -10 | -4 | 7 | 7 | -7 | -9 | 2
M5 PAM | -1 | -3 | -1 | -8 | -19 | 13 | 0 | -7 | -14 | -8
CRFR2-BP ag | -0.1 | 0.3 | -2.0 | -1.8 | 0.0 | -0.5 | 1.4 | -1.2 | 2.4 | -1.6
M4 ag | 5 | 0 | 0 | -2 | 2 | 1 | 1 | -2 | 0 | 2
M5 ag | 4 | -1 | 0 | -2 | -11 | 1 | 2 | -5 | -8 | -10
M5 antag | 1 | 6 | 1 | 8 | 2 | -15 | 6 | 11 | 18 | 9
CHRM4 antagonist | 7 | 8 | -3 | 6 | 6 | -6 | -12 | 2 | 7 | 4
CRFBP-R2 block | -6 | -1 | -11 | -9 | -5 | -1 | 2 | -2 | -20 | -4
CHRM1 PAM | 7 | 4 | -5 | 2 | -4 | -5 | 10 | 4 | -26 | 7

41. O/N=C1\CCC2CN(C3CCCCC3)CC2C1 (stereo not given)
42. C=CCNC(=S)N1Cc2ccccc2-n2nncc2C1
43. CC(C)c1ccc(C(c2c(O)c3ccccc3oc2=O)c2c(O)c3ccccc3oc2=O)cc1
44. O=C(c1cccc(C(F)(F)F)c1)C1CCCN(Cc2ncc[nH]2)C1 (stereo not given)
45. COc1cccc(-n2c(O)c(C=Nc3c(C)n(C)n(-c4ccccc4)c3=O)c(=O)[nH]c2=O)c1
46. O=C(NCCN1CCOCC1)c1ccc(Cl)nc1
47. COc1cc(C2NCc3ccccc3-n3cccc32)ccc1O (stereo not given)
48. Cc1cc(O)c2c(C)c(CC(=O)N3C[C@H]4C[C@@H](C3)c3cccc(=O)n3C4)c(=O)oc2c1
49. Cc1cccc(NC(=O)N2CC3CC(C2)c2cccc(=O)n2C3)c1 (stereo not given)

Screen / compound no. | 41 | 42 | 43 | 44 | 45 | 46 | 47 | 48 | 49
CHRM4 PAM | -9 | 1 | -2 | -8 | -3 | 4 | 7 | 4 | 2
M5 PAM | 6 | -5 | -4 | 3 | 1 | 7 | 0 | -5 | -2
CRFR2-BP ag | 2.4 | -0.8 | -3.5 | -3.9 | 0.3 | -0.6 | 3.0 | -0.3 | -0.5
M4 ag | 0 | 0 | 4 | 3 | 1 | 0 | 4 | 1 | 0
M5 ag | -5 | 0 | 1 | -3 | -4 | -1 | 2 | 0 | -4
M5 antag | -12 | 3 | -3 | 4 | -4 | 6 | 0 | 5 | 5
CHRM4 antagonist | 8 | 6 | -12 | 12 | 8 | 5 | -4 | -8 | -7
CRFBP-R2 block | -5 | 1 | 64* | -28 | 9 | -6 | -27 | -13 | 2
CHRM1 PAM | 7 | -1 | -3 | -29 | 12 | 7 | -13 | 7 | 17

# Source: PubChem (several laboratories)
